From PubChem
Anthrax LF inh2: inhibitors of Bacillus anthracis lethal factor protease | P15917 | multiplex microsphere protease cleavage assay, LF | inhibition, % at 10 µM | 0.12% of 360,000 active; further: plate controls were buffer without enzyme for full effect and enzyme alone for no effect
Target sequence (P15917 whole entry, looked up): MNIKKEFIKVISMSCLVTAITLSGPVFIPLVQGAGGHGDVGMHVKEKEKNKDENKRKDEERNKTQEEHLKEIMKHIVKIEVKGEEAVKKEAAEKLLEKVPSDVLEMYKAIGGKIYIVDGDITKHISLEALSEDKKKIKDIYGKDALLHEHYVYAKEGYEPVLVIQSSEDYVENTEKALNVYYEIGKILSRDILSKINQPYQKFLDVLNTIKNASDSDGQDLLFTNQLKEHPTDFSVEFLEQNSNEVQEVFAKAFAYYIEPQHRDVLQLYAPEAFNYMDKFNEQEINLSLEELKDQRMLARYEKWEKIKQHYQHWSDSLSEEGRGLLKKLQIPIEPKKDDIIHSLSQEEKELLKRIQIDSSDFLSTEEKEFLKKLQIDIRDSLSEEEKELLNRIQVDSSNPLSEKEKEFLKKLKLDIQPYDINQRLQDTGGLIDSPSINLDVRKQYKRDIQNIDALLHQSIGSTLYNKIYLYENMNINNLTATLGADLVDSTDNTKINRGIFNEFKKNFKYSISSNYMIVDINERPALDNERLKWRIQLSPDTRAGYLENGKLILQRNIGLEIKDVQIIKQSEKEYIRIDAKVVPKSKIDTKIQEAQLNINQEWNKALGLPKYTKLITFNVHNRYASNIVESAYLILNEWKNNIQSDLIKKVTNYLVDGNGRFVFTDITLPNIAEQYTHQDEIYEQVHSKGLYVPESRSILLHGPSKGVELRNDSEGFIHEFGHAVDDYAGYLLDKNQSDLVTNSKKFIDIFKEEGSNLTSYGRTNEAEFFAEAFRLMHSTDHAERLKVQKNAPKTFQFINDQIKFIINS
PrPC TRFRET: reduces human prion protein on the cell surface; AID 720596; inhibition, % at 13.8 µM; 0.43% of 370,000 active; cell surface PrPC, TR-FRET read-out; P04156; in the data active means inhibition above about 24%; further: 0% = median of the test wells and 100% = reference compound wells
BoNT-F LC inh: inhibitors of Botulinum neurotoxin F light chain protease | Multiplex microsphere protease cleavage assay, flow cytometry | inhibition, % at 10 µM | 0.22% of 360,000 active | AID 588497; in the data active means inhibition above about 35%, passing the limit was not always enough; inconclusive means no clear call, values can overlap the other calls; further: plate controls were buffer without enzyme for full effect and enzyme alone for no effect
DUSP3 inh: blocks human VHR1 dual specificity phosphatase; inhibition, % at 13.3 µM; 0.52% of 290,000 active; recombinant VHR phosphatase, pNPP absorbance; AID 1654; in the data active means inhibition above about 50%; further: some compounds called inactive have numbers as strong as hits
Target sequence (P51452 whole entry, looked up): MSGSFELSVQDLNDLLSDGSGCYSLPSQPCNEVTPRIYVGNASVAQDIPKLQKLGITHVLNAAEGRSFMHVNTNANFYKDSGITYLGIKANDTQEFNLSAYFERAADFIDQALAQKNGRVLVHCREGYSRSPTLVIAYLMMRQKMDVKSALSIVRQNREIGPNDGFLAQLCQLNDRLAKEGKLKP
MazF activator: activators of E. coli MazEF toxin-antitoxin RNase; P0AE70; FAM/BHQ RNA-DNA oligo cleavage fluorescence, 5 h; activation, % at 20 µM; 0.32% of 350,000 active; in the data active means activation above about 50%
Rv3671c inh: inhibitors of M. tuberculosis serine protease Rv3671c; 0.048% of 320,000 active; AID 2606; inhibition, % at 5.96 µM; P9WHR9; in the data active means inhibition above about 38%;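 further: extracellular domain of Rv3671c used as enzyme; 0% = enzyme with DMSO and 100% = no enzyme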
SSB-PriA inh: K. pneumoniae PriA-SSBct interaction inhibition; AlphaScreen SSBct-PriA binding, biotinylated peptide; AID 1272365; 0.6% of 430,000 active; inhibition, % at 33 µM; in the data active means inhibition mostly above about 37%, no sharp cut-off; inactive means mostly below about 20%;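 further: plate controls were negative control peptide for no effect and reference peptide for full effect; strong numbers were not always called active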
CCHF vOTU inh: blocks the CCHF virus ovarian tumor domain protease; CCHFV vOTU protease, Pep-AMC fluorescence; inhibition, % at 11.5 µM; 0.55% of 370,000 active; AID 651958; in the data active means inhibition above about 30%; further: 0% = vehicle wells with enzyme and 100% = no enzyme wells
3CLpro inhibitor: SARS-CoV 3CLpro protease inhibition | P0C6X7 | recombinant SARS-CoV 3CLpro, quenched FRET peptide cleavage | inhibition, % at 6 µM | 0.14% of 290,000 active; in the data active means inhibition above about 12%
BoNT A protease: BoNT A light chain protease inhibition. multiplex microsphere protease substrate cleavage, flow cytometry. inhibition, % at 10 µM. 0.17% of 360,000 active; further: plate controls were buffer without enzyme for full effect and enzyme alone for no effect
Numbers without * were called inactive; ? = inconclusive; · = not tested or not shown. Unless noted, no stated cut-off is given here; in the data, active means inhibition above about 30%; inconclusive means no clear call, values can overlap the other calls; inactive means below that. Only part of the results is shown, so the mix of outcomes need not match the whole.

The line under a structure holds: Anthrax LF inh2	PrPC TRFRET	BoNT-F LC inh	DUSP3 inh	MazF activator	Rv3671c inh	SSB-PriA inh	CCHF vOTU inh	3CLpro inhibitor	BoNT A protease
CCOC(=O)C1CCN(C(=O)C(=O)c2cn(CC(=O)N3CCCCCC3)c3ccccc23)CC1
→ 31*	26*	17	-9	-40	-1	7	1	-1	44*
Cc1nc2nc(N)nc(OCc3ccccc3)c2nc1C
→ -6	-6	-3	·	11	0	-4	-268	·	-1.6
O=C(NCCN1CCOCC1)c1ccc(CSCc2cccc(Cl)c2)o1
→ -8	3	-8	29	-4	-7	3	1	3	-0.7
COC(=O)C1CN(S(=O)(=O)c2ccccc2)CCN1S(=O)(=O)c1ccccc1 (centres undefined)
→ 0	8	-1	-14	0	-10	-2	5	2	-0.2
NC(=O)CC(NC(=O)Cc1cccc2ccccc12)c1ccc(NCCc2ccc(F)cc2)c([N+](=O)[O-])c1 (centres undefined)
→ -6	1	-12	-1	16	-3	-1	10	·	-0.4
O=C(NN=Cc1ccc(N(CCCl)CCCl)cc1Cl)c1cccnc1
→ -4	1	5	·	8	·	-11	14	·	0.4
COC(=O)C1CCN(S(=O)(=O)c2c(C)n(C)c(=O)n(C)c2=O)CC1
→ -2	-6	-6	8	5	5	-6	8	-3	-0.4
CCCc1c(C)nc2c(OC)cccc2c1SCC(=O)O
→ -5	-4	-4	6	-2	1	-3	-12	-3	-0.6
CCOc1ccccc1/C=N/Nc1nc2ccccc2o1
→ 0	5	-3	0	3	-1	·	5	3	-0.2
Cc1ccc(CNC(=O)c2c(-c3ccccc3Cl)noc2C)cc1
→ -3	-4	21	13	7	-2	6	-11	6	-6.1
CCOCCCNC(=O)/C(C#N)=C/c1cc(OC)c(O)c([N+](=O)[O-])c1
→ -2	-32	-4	-18	-2	3	-23	20	-2	-0.9
CCCN(C(=O)c1ccc(-n2cncn2)c([N+](=O)[O-])c1)C1CCS(=O)(=O)C1 (centres undefined)
→ -4	-17	4	·	0	9	-11	-2	·	0.1
O=C(COc1ccccc1)Nc1c2c(nn1-c1ccccc1)CS(=O)(=O)C2
→ 7	3	-14	-19	6	-2	-3	12	4	-2.5
CCCN1CCC(NCC(C)c2ccccc2)CC1 (centres undefined)
→ -27	0	-28	0	2	-3	3	-19	2	-5.6
COc1ccc(C)cc1S(=O)(=O)N(C)CC(=O)N1CCCCC1
→ 6	0	-3	·	2	9	-13	0	-5	0.3
CCOc1ccccc1C1NC(=O)NC(C)=C1C(=O)OC1CCCCC1 (centres undefined)
→ -4	-4	-16	0	0	1	6	15	4	-1.4
Cc1nc(NC(=O)c2ccc3c(c2)OCO3)ccc1Br
→ -3	0	2	0	9	1	-5	3	-1	0.2
COc1ccc(/C(N)=N/OC(=O)CSc2ccccc2)cc1OC
→ -8	0	-29	42	-5	-3	·	9	13*	-2.7
NC(=O)COC(=O)CN1C(=O)C2CCCCC2C1=O (centres undefined)
→ -2	-2	5	39	7	-4	-2	-13	0	-0.2
O=C(Cc1ccccc1)NCC(=O)OCC(=O)c1cccc([N+](=O)[O-])c1
→ -3	-3	-4	22	13	-7	1	23	2	0.3
CCN(Cc1ccccc1)C(=O)C1CCN(c2ncnc3c2nc2n3CCCCC2)CC1
→ 0	8	-5	18	5	-4	5	13	1	-0.3
O=C(c1cc(-c2ccc(Cl)cc2)n[nH]1)N1CCc2ccccc2C1
→ 2	8	3	34	0	-7	-12	-1	2	-0.2
Cc1ccc(C(=O)CSc2nc3ccccc3o2)cc1
→ -6	4	-5	20	-1	-3	-26	0	2	-0.9
CC1CCc2nc3ccccc3c(C(=O)OCC(=O)N(C)C3CCS(=O)(=O)C3)c2C1 (centres undefined)
→ -6	-5	-5	30	1	-20	-4	10	1	-0.6
CCC(=O)N1CCc2cc(Br)cc(S(=O)(=O)NCCN3CCCCC3C)c21 (centres undefined)
→ -2	-5	-3	12	2	1	-17	1	1	-1.4
COc1cccc(COC(=O)c2ccc3c(=O)n4c(nc3c2)CCC4)c1OC
→ -1	0	-1	·	2	-19	-7	-4	·	2.8
CCOC(=O)N1CCN(C(=O)c2ccc3c(=O)n(CCc4ccccc4)c(=S)[nH]c3c2)CC1
→ 1	1	20	19	-8	1	-7	4	-1	1.0
CCN1C(=O)c2cccc3c(NC(=O)c4cccc(N5C(=O)CCC5=O)c4)ccc1c23
→ 0	-20	-1	18	5	2	-3	-7	-2	-1.6
C/C(=N\OCC(=O)OC(C)C(=O)Nc1ccc(C)c(S(=O)(=O)N2CCOCC2)c1)c1ccc2c(c1)OCO2 (centres undefined)
→ -4	4	4	·	-22	·	·	18	·	2.8
N#Cc1cc(O)c(-n2nnc3ccccc32)cc1C#N
→ 0	5	4	8	-7	9	-4	-2	6	0.1
CCN(CC)S(=O)(=O)c1ccc(NN=C2CCN(C(C)C)CC2)c([N+](=O)[O-])c1
→ -3	-9	-6	4	-5	13	8	12	2	1.2
CCOc1ccc2cc(C#N)c(SCC(=O)N3CCC(C)CC3)nc2c1
→ 2	-2	-2	5	8	2	6	-2	-2	-1.8
O=c1c(Cc2ccccc2O)c(O)nc2n1CCCS2
→ 4	3	-4	16	1	3	4	-2	1	-0.7
CC(=O)OC(C)CS(=O)(=O)c1ccccc1 (centres undefined)
→ -2	5	-3	8	5	6	-4	-13	3	0.1
Cc1nc2c(C#N)c(C)[nH]n2c(=O)c1Cc1ccccc1
→ -5	-3	-3	7	3	3	-5	-13	-2	-0.3
COc1cc(/C=C/C(=O)OCC(=O)NCCc2ccccc2)ccc1OC(F)F
→ -4	3	-11	-9	-5	-5	-4	4	6	-5.5
Cc1nc(SCC(=O)N2CC(=O)Nc3ccccc32)nc(C)c1C
→ -1	3	-2	14	-4	-4	-10	3	2	-0.2
O=C(COc1ccc(S(=O)(=O)NCc2ccccc2)cc1Cl)N1CCOCC1
→ 0	-3	0	-2	-3	-2	-14	8	0	0.0
CCn1cc(/C=C(\NC(=O)c2cc(OC)c(OC)c(OC)c2)C(=O)N2CCN(C)CC2)c2ccccc21
→ 0	-12	2	7	2	7	15	2	0	-1.4
NC(=O)NC(Cc1ccccc1)C(=O)N1CCN(S(=O)(=O)c2ccc(Cl)cc2)CC1 (centres undefined)
→ -7	5	-8	·	4	3	-13	-8	·	-0.9
C=CCOC(=O)C1=C(C)N=C2SCCC(=O)N2C1c1ccc(OC(=O)c2ccco2)cc1 (centres undefined)
→ -1	-4	-7	6	-10	-9	-7	11	-2	-1.4
CCC1(C)Cc2ccccc2-c2nc3n(c(=O)c21)CC(C(=O)O)S3 (centres undefined)
→ -2	2	?	0	-1	0	-8	3	4	-2.7
C[C@H](CO)N1C[C@H](C)[C@@H](CN(C)S(=O)(=O)c2ccc(Oc3ccccc3)cc2)OCc2cnnn2CCCC1=O
→ -7	-6	1	·	2	·	·	-1	·	-0.6
Cc1oc2ccc(O)cc2c1C(=O)c1ccccc1
→ -5	4	?	1	15	-3	16	1	2	0.4
COc1ccc(CCNC(=O)CCc2nnc(Cc3ccc4c(c3)OCO4)o2)c(OC)c1
→ -2	2	-11	23	0	-9	7	-16	3	-1.9
Cc1cc(Cl)ccc1OC(C)C(=O)Nc1ccc(S(=O)(=O)N2CCOCC2)cc1 (centres undefined)
→ 1	6	15	18	1	-27	0	4	2	2.3
COCCCNC(=O)c1cn(CC(C)C)c(=O)c2c1c1ccccc1n2C
→ -7	1	34	-17	0	-2	-7	-10	-2	0.2
Cc1ccc(O)c(CP(=O)(c2ccccc2)c2ccccc2)c1
→ 2	4	2	-7	2	0	-3	7	6	1.1
CC(=O)Nc1ccc2c(c1)C(=O)c1ccc(Cl)cc1-2
→ -3	-9	6	·	-12	·	-9	-6	·	0.1
CC1CCN(CC(=O)Nc2cccc([N+](=O)[O-])c2)CC1
→ -2	·	5	28	2	0	-2	·	-5	0.2
CC(=O)N(C1=C(N)C(=O)c2ccccc2C1=O)c1ccccc1
→ 3	-68	-1	·	-1	-35	-3	73*	0	1.5
COC(=O)c1cc(C(=O)Nc2ccc(C)cn2)cc([N+](=O)[O-])c1
→ 2	-51	-2	14	1	-6	4	4	-1	?
CCOC(=O)C1CCN(S(=O)(=O)c2ccc3oc(=O)ccc3c2)CC1
→ 4	-4	-11	7	-6	-13	-12	-5	5	-1.6
O=C1NC(=S)N/C1=C/c1cc([N+](=O)[O-])ccc1N1CCOCC1
→ 2	-40	-8	11	8	3	-16	8	3	-1.3
CCc1ccccc1NC(=O)c1nnn(CC(=O)Nc2cccc(C)c2)c1N
→ -4	0	6	19	-14	1	-6	12	2	-0.3
COc1ccccc1C(=O)N/C(=C\c1ccc(Br)cc1)C(=O)NCCCO
→ -1	-7	-3	15	6	-8	-13	-7	0	0.4
Brc1ccc2nc(N3CCN(c4ccccc4)CC3)sc2c1
→ 1	6	-9	-8	-9	17	-5	5	4	-0.6
COc1ccc(C(=O)OCC2CN2c2cccc([N+](=O)[O-])c2)cc1 (centres undefined)
→ -4	-11	6	·	·	·	·	4	·	1.2
O=C(CSc1ncn[nH]1)Nc1nc(-c2ccccc2)ns1
→ -3	10	0	-23	3	-1	-10	-6	-1	-0.6
Nn1c(SCC(=O)N2CCOCC2)nnc1-c1cccnc1
→ ·	8	·	·	6	1	-9	2	·	·

Profiles as entered above. Order of screens: Anthrax LF inh2	PrPC TRFRET	BoNT-F LC inh	DUSP3 inh	MazF activator	Rv3671c inh	SSB-PriA inh	CCHF vOTU inh	3CLpro inhibitor	BoNT A protease
Record of CC(=O)OC(C)CS(=O)(=O)c1ccccc1 (centres undefined) → -2	5	-3	8	5	6	-4	-13	3	0.1
Record of CCC1(C)Cc2ccccc2-c2nc3n(c(=O)c21)CC(C(=O)O)S3 (centres undefined) → -2	2	?	0	-1	0	-8	3	4	-2.7
Record of CCN(CC)S(=O)(=O)c1ccc(NN=C2CCN(C(C)C)CC2)c([N+](=O)[O-])c1 → -3	-9	-6	4	-5	13	8	12	2	1.2

Additional structures:
The line under a structure holds: Anthrax LF inh2	PrPC TRFRET	BoNT-F LC inh	DUSP3 inh	MazF activator	Rv3671c inh	SSB-PriA inh	CCHF vOTU inh	3CLpro inhibitor	BoNT A protease
Cc1cc(C)n2nc(C(=O)OCC(=O)NC(=O)c3ccccc3)nc2n1
→ 5	-5	2	·	-1	5	6	-3	·	-0.3
Cc1c(N2C(=O)c3ccc4c5c(ccc(c35)C2=O)CC4)c(=O)n(-c2ccccc2)n1C
→ -6	·	-20	-6	6	-2	-13	·	0	-0.5
CC(=O)c1cccc(N(C(=O)CNC(=O)c2ccco2)C(C(=O)NCC2CCCO2)c2ccccc2)c1 (centres undefined)
→ 3	-5	-1	10	6	3	-5	6	-2	-0.2
CC1(NC(=O)NCc2ccccc2)CCS(=O)(=O)C1 (centres undefined)
→ 0	-1	2	-1	2	-5	-16	2	1	-0.1
O=C1CNc2cc(Cl)ccc2N1
→ 0	7	1	·	2	·	·	8	·	0.7
CCn1ncc(C2=NOC(C(=O)Nc3cnn(C45CC6CC(CC(C6)C4)C5)c3)C2)c1C (centres undefined)
→ -1	·	1	32	-8	-6	6	·	2	1.6
COC(C[C@H](O)[C@H](C)[C@@H](O)COCc1ccccc1)OC
→ -3	-5	2	19	-2	·	2	3	·	1.1
CCC(=O)c1ccc(OCC(O)CN2CC(C)OC(C)C2)cc1 (centres undefined)
→ 5	3	33	22	-12	0	-8	8	-1	1.1
COc1ccc(NC(=O)N(Cc2cc3cc(C)ccc3[nH]c2=O)CC2CCCO2)cc1 (centres undefined)
→ -3	8	-3	9	-5	-3	0	11	0	-0.1
CCC(=O)c1ccc(OCC(O)CNC(C)c2ccccc2)cc1 (centres undefined)
→ 1	1	-6	22	3	-6	-4	-5	-1	-0.5
CC(C)OCCCN1CN(S(=O)(=O)c2cccc(Cl)c2)c2nc3ccccc3nc21
→ -2	0	3	20	-5	-7	2	5	2	0.6
O=C(NCc1ccco1)NCC(F)(F)F
→ 2	-2	13	14	2	4	0	1	6	0.3
